Tb PGK inh – qHTS Assay to Find Inhibitors of Phosphoglycerate Kinase. PGK/GAPDH coupled, Kinase-Glo luminescence, 60 min. Potency, µM (doses to about 57.5 µM), inactives show at the highest dose activity change, negative = inhibition, actives largely listed as inhibitors. 380,000 tested, 0.043% active. AID 602233, 2012; further: on the % scale 0 is the no-effect control and ±100 the full control effect; nearly all actives have a fitted effect of over 60% in size
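Recombinant glycosomal PGK reaction used 1,3-bisphosphoglycerate generated in-well by GAPDH (100nM final) in 100mM TEA pH 7.6, 5mM MgCl2, 0.01% Tween-20. After 60 minutes at room temperature, ATP was read by Kinase-Glo Plus luminescence end-point.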
HP1b binding inh – HTS for Inhibitors of HP1-beta Chromodomain Interactions with Methylated Histone Tails. Chromobox protein homolog 1 (Homo sapiens), P83916. AlphaScreen HP1-beta / biotin-H3K9me3 peptide binding. Potency, µM (highest dose often 114 µM), without a hit: top-dose activity change, negative = inhibition, hits mostly inhibitors. 390,000 tested, 0.56% active; further: nearly all actives have a fitted effect of over 70% in size; inactives centre near 23
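HP1-beta protein (50 nM final) preincubated 30 min at room temperature with biotinylated H3(1-18)K9me3 peptide (50 nM) in PBS pH 7.4, 0.01% Tween-20, then compound added for 30 min. AlphaScreen streptavidin donor/nickel chelate acceptor beads (10 ug/mL final), 30 min dark, luminescence read.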
rTrxR1 inhibitor – qHTS Assay for Inhibitors of Mammalian Selenoprotein Thioredoxin Reductase 1 (TrxR1): qHTS | 390,000 tested, 1% active | AID 588453, 2011 | recombinant rTrxR1, NADPH fluorescence consumption, selenite substrate | Thioredoxin reductase 1, cytoplasmic (Rattus norvegicus), O89049 | Potency, µM (highest dose often 114 µM), for the others: at the highest dose activity change, negative = inhibition, hits mostly inhibitors; further: on the % scale 0 is the no-effect control and ±100 the full control effect; nearly all actives have a fitted effect of over 65% in size
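Rat TrxR1 (90 nM in the dispensed reagent) was pre-reduced with 400 uM NADPH for 5 min at room temperature, then incubated with compound for 15 min. After 400 uM selenite was added, NADPH fluorescence (Ex 340/Em 450 nm) was followed for 8 min.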
Pin1 inh – qHTS Assay to Find Inhibitors of Pin1; 390,000 tested, 0.009% active; Potency, µM (titrated, usually from 115 µM), without a hit: top-dose activity, negative = inhibition, hits mostly inhibitors; Pin1 FP peptide displacement, HiFluor488, 10 min; active means well fitted inhibition curve with a large enough effect in the polarisation, with a control signal flat, not every such curve was filed as active; inconclusive means small, poorly fitted or top-dose-only effect, or effect the other way, or a change in a side signal; inactive means no such curve, though single readings can be large or run the other way; the % refers to the polarisation; further: on the % scale 0 is the no-effect control and ±100 the full control effect
Target sequence (Q13526 whole entry, looked up): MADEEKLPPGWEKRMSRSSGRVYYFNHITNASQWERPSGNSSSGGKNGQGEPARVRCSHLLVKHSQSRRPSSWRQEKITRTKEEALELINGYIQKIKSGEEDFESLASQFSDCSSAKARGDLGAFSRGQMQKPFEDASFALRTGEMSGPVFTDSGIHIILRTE
JMJD2A Tudor – qHTS Assay for Inhibitors of JMJD2A-Tudor Domain | Potency, µM (highest dose often 114 µM), for the others: at the highest dose activity change, negative = inhibition, most hits filed as inhibitors | Lysine-specific demethylase 4A (Homo sapiens), O75164 | AlphaScreen JMJD2A-Tudor / H3K4me3 peptide binding | AID 504339, 2011 | 390,000 tested, 4.4% active; further: on the % scale 0 is the no-effect control and ±100 the full control effect; nearly all actives have a fitted effect of over 50% in size
ALOX12 inh – Primary qHTS assay for inhibitors of human arachidonate 12S-lipoxygenase (ALOX12): Round 2; Polyunsaturated fatty acid lipoxygenase ALOX12 (Homo sapiens), P18054; purified 12hLO, xylenol orange hydroperoxide absorbance; Potency, µM (titrated, usually from 108 µM), without a hit: at the highest dose activity change, negative = inhibition, hits mostly inhibitors; 580,000 tested, 1.1% active; AID 1671190, 2021; further: on the % scale 0 is the no-effect control and ±100 the full control effect
Target sequence (P18054 whole entry, looked up): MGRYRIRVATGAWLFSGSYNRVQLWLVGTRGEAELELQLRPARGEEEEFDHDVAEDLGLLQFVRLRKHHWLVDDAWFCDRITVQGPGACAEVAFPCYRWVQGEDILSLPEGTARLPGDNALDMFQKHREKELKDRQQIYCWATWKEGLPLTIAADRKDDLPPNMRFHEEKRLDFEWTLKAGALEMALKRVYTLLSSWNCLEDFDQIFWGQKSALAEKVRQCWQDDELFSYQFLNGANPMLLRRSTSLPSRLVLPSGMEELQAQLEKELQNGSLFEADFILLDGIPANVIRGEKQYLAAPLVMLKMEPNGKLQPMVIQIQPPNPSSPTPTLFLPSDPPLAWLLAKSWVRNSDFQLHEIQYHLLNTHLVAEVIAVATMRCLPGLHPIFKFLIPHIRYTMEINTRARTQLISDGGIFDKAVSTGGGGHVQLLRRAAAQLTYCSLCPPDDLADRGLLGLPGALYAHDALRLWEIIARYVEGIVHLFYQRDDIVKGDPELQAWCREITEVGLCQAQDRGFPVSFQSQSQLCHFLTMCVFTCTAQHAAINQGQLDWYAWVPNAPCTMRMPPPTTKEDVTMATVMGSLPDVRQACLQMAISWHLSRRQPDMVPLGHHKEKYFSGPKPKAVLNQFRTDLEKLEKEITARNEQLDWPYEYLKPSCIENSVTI
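Hydroperoxide product was detected by ferrous iron/xylenol orange as the 573 to 405 nm absorbance ratio. Arachidonic acid at 40 uM (final) was turned over for 30 min at room temperature by 150 nM human 12hLO, pH 7.0 Hepes buffer, after 15 min compound preincubation.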
ERG-DNA inh – qHTS for Small Molecule Inhibitors of the ERG Ets/DNA interaction | Potency, µM (top dose mostly 76.9 µM), without a hit: top-dose FP activity, negative = inhibition, hits mostly inhibitors | AID 624246, 2012 | 370,000 tested, 0.028% active | Transcriptional regulator ERG (Homo sapiens), P11308 | fluorescence polarization, His-ERG Ets domain / labelled DNA; active means well fitted inhibition curve with a large enough effect in the polarisation, with a control signal flat; inconclusive means small, poorly fitted or top-dose-only effect, or effect the other way, or a change in a side signal; inactive means no such curve, though single readings can be large or run the other way; the % refers to the polarisation;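 further: polarization taken with two DNA probes labelled with fluorescein and Texas red; % of control where 0% means no effect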
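His-tagged ERG Ets domain (1 uM in the protein solution; 300mM KCl, 50mM Tris-HCl, 1mM EDTA, 1mM DTT, pH 7.5) received compound, then a probe mix of 5 nM fluorescein-DNA and 100nM Texas-615-DNA. Fluorescence polarization was read for both dyes.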
RGS4 inhibitor – Inhibitors of Regulator of G Protein Signaling (RGS) 4: qHTS; Potency, µM (series often up to 114 µM), for inactives: at the top dose activity change, negative = inhibition, hits mostly inhibitors; 390,000 tested, 0.039% active; Regulator of G-protein signaling 4 (Homo sapiens), P49798; Transcreener GDP fluorescence polarization, RGS4-accelerated GTP hydrolysis; AID 504845, 2011; further: on the % scale 0 is the no-effect control and ±100 the full control effect; nearly all actives have a fitted effect of over 75% in size; some results filed as inactive show a strong effect at the top dose
Target sequence (P49798 whole entry, looked up): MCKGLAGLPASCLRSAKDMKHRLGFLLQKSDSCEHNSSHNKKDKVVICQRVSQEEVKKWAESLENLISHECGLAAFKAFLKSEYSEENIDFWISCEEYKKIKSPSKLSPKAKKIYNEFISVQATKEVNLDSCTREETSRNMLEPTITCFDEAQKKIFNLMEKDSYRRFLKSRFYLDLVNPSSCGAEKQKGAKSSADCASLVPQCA
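MLSMR compounds (23 nl, pin-transferred) preincubated 10 min at room temperature with a 500nM (2x) first reagent, then RGS4 at 900nM (2x) plus Transcreener GDP mix added; fluorescence polarization (620/688 nm) read before and after 90 min at 30 °C.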
GLS inhibitor – qHTS for Inhibitors of Glutaminase (GLS); Glutaminase kidney isoform, mitochondrial (Homo sapiens), O94925; GLS enzymatic activity, qHTS titration; Potency, µM (top dose mostly 45.5 µM), for inactives: top-dose activity change, negative = inhibition, actives largely listed as inhibitors; 410,000 tested, 0.21% active; AID 624170, 2012; further: on the % scale 0 is the no-effect control and ±100 the full control effect
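hKGA; 45 mM KH2PO4 pH 8.2 + 0.02% Tween-20; cpd via pin tool; 1 mM Gln soln; GluOx/HRP/Amplex Red; RT 30 min; fluor. t0 & final.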
* hit, by the source's call; i = inactive; ? = inconclusive; · = no result given; [ ] = dose if it differs, or a comment. Unless noted, the call rests on the fitted dose curve; in most records, active means well fitted curve in the direction sought with a large enough effect; inconclusive means small, poorly fitted or top-dose-only effect, or another doubt; inactive means no such curve, though single readings can be large; an effect the other way counts as inactive or inconclusive. Potency means the concentration at half of the fitted maximal effect. The list is partial, so the mix of outcomes need not match the whole.

The first 3 entries, ahead of the listing:
SMILES	Tb PGK inh	HP1b binding inh	rTrxR1 inhibitor	Pin1 inh	JMJD2A Tudor	ALOX12 inh	ERG-DNA inh	RGS4 inhibitor	GLS inhibitor
COc1ccc(C2CC(=O)Oc3c(C(CCN4CCCC(C)C4)c4cc(OC)c(OC)c(OC)c4)c(OC)cc(OC)c32)cc1 (configuration not stated)	·	17%	1%	0%	?	·	·	4%	·
CCOC(=O)c1c(NC(=O)CSc2nc3ccc(OC)cc3[nH]2)sc2c1CC(C)(C)NC2(C)C	-11%	-13%	12%	21%	?	?	2%	11%	0%
COc1ccc2nc(Nc3ccc4c(c3)OCO4)sc2c1	-1%	23%	16%	-6%	-24%	?	9%	-7%	5%

The list itself, previewed entries included:
SMILES	Tb PGK inh	HP1b binding inh	rTrxR1 inhibitor	Pin1 inh	JMJD2A Tudor	ALOX12 inh	ERG-DNA inh	RGS4 inhibitor	GLS inhibitor
COc1ccc(C2CC(=O)Oc3c(C(CCN4CCCC(C)C4)c4cc(OC)c(OC)c(OC)c4)c(OC)cc(OC)c32)cc1 (configuration not stated)	·	17%	1%	0%	?	·	·	4%	·
CCOC(=O)c1c(NC(=O)CSc2nc3ccc(OC)cc3[nH]2)sc2c1CC(C)(C)NC2(C)C	-11%	-13%	12%	21%	?	?	2%	11%	0%
COc1ccc2nc(Nc3ccc4c(c3)OCO4)sc2c1	-1%	23%	16%	-6%	-24%	?	9%	-7%	5%
O=C1C=C(c2ccnc3cc(Cl)ccc23)C[C@@H](c2ccc3c(c2)OCO3)C1	-2%	21%	22%	8%	?	0%	6%	-7%	2%
CC(=NCCN1CCOCC1)C1=C(O)c2ccccc2C1=O	-3%	27%	-24%	0%	8%	1%	13%	-12%	-1%
N#Cc1nc(-c2cccc3ccccc23)oc1N1CCCCC1	3%	1%	-8%	5%	-5%	489%[activator]	-4%	-9%	3%
CCc1cc2c(cc3c(=O)n(CC(=O)N4CCN(c5cc(Cl)ccc5C)CC4)nc(CC)n32)s1	-6%	-4%	35%	1%	-22%	-8%	3%	10%	-6%
COc1ccc(-c2nnn(CC(=O)N(Cc3cccs3)C(C)C(=O)NCCC(C)C)n2)cc1OC (configuration not stated)	-1%	28%	17%	29%	-4%	220%[activator]	-4%	-9%	0%
Cc1ccc(SCCC(=O)OCC(=O)NCC2CCCCC2)cc1	0%	38%	4%[57.1 µM]	7%	-34%	-18%	0%	-20%	-6%
CC(=O)Oc1ccc(Cl)cc1/C=C/c1ccc2ccccc2n1	-1%	223%[activator]	5%[57.1 µM]	29%	74%[activator]	7%	-1%	-12%	-9%
O=C(COC(=O)c1ccc([N+](=O)[O-])o1)NC12CC3CC(CC(C3)C1)C2	i	10%[57 µM]	1%[2.29 µM]	-5%	-12%	-15%	9%	-11%	-16%
CC(=O)c1c(C)oc2c1cc(NS(=O)(=O)c1ccc(Br)cc1)c1ccccc12	-4%	59%[activator]	6%[57.1 µM]	19%	-9%	-24%	4%	12%	-1%
NNC(=O)c1cnn(Cc2ccccc2)c1N	-5%	18%	12%	-11%	-15%	5%	-3%	12%	7%
COC(=O)c1c(NC(C)=O)sc(Cc2ccccc2)c1C	-3%	32%	12%	3%	8%	0%[57.4 µM]	-2%	7%	-11%
Cc1cccc(OCC(=O)Nc2cccc(-c3nnc(-c4ccccc4)o3)c2)c1C	·	25%	25%	-2%	-35%	?	·	-10%	2%
COc1ccc(C(=O)N2CC(=O)Nc3ccc(Br)cc3C2c2ccc(F)cc2)cc1OC (configuration not stated)	2%	7%	0%	5%	-30%	4%	-6%	10%	3%
O=C(c1ccccn1)N(Cc1cc2ccccc2[nH]c1=O)C1CCCCC1	i	11%	7%[57.1 µM]	-3%	-5%	?	-3%	15%	0%
COc1cccc(/C=C(/C(=O)OCC(=O)NC2CCCC(C)C2C)c2ccccc2)c1 (configuration not stated)	6%	27%	-7%	80%[activator]	-6%	6%	0%	19%	11%
CCOc1ccc(S(=O)(=O)/N=C(/Nc2ccc(C)c(S(=O)(=O)N3CCOCC3)c2)c2ccccc2)cc1	-7%	7%	-9%	13%	-13%	12%	-10%	-8%	-2%
CCOC(=O)c1ccc(NS(C)(=O)=O)cc1	-6%	35%[activator]	6%	2%	10%	-16%	17%	-9%	-9%
O=C(NCCc1ccccc1)C1CCCN(S(=O)(=O)c2cccs2)C1 (configuration not stated)	-5%	25%	10%	12%	1%	-5%	-9%	-24%	7%
CCC(C)NC(=O)c1ccccc1NS(=O)(=O)c1ccc(OC)c(OC)c1 (configuration not stated)	-1%	41%[activator]	1%[57.1 µM]	-7%	-13%	0%	0%	20%	-4%
Cc1cc(C)nc(Sc2nc(Nc3ccccc3)nc(Sc3nc(C)cc(C)n3)n2)n1	11%	62%[activator]	-25%	4%	10%[57.1 µM]	-23%	11%	?	-11%
COc1ccc(Cl)cc1NC(=O)Cn1c(=O)n(CCCC(=O)NCCc2ccc(OC)c(OC)c2)c(=O)c2ccccc21	8%	41%[activator]	18%	32%[activator]	-5%	-18%	5%	-40%	0%
CCOc1ccc(OCC)c(NC(=O)C2CCCN(S(=O)(=O)c3cnc[nH]3)C2)c1 (configuration not stated)	-5%	40%[activator]	16%	-6%	-12%	0%	1%	-16%	0%
COc1ccc(CCNC(=O)c2ccc3c(=O)n4c(nc3c2)CCC4)cc1OC	2%	23%	-3%[57.1 µM]	-6%	-10%	22%	2%	19%	-3%
COc1cc(Cl)c(C)cc1NC(=O)COc1ccccc1[N+](=O)[O-]	i	14%	-9%	?	-6%	?	-5%	-18%	1%
CCOc1ccc(Nc2nc3ccccc3n3c(CC)nnc23)cc1	9%	16%	1%	2%	-5%	0%	-1%	-7%	13%
Cc1ncc([N+](=O)[O-])n1Cc1ccccc1	-3%	8%	0%	3%	-17%	0%	5%	17%	3%
CCCCCC1C(C(=O)OCC)C(=O)NC1(C(=O)OCC)C(=O)OCC (configuration not stated)	-9%	19%	17%[57.1 µM]	5%	-4%	-8%	-9%	-23%	-30%
COc1cccc(N(CC(=O)N/N=C(\C)c2cccs2)S(C)(=O)=O)c1	3%	28%	3%	2%	-1%	?	-4%	22%	7%
CCc1nn2c(=O)cc(COC(=O)c3ccccc3NC(=O)COc3ccc(C)c(C)c3)nc2s1	-7%	32%	10%[57.1 µM]	-8%	-2%	?	2%	1%	0%
Cc1cc(N/N=C/c2ccccc2Br)nc2ccccc12	7%	27%	-16%	21%	-32%	-18%	-3%	21%	10%
CC(C)(C)c1ccc(/C=N/OCC(=O)NCc2ccccc2)cc1	-5%	119%[activator]	-8%[57.1 µM]	1%	7%	-18%	5%	3%	-4%
Nc1n[nH]c2cccc(Cl)c12	-4%	34%	32%	-3%	-8%	3%	21%	21%	13%
CCc1ccc(NCc2cc3cc4c(cc3n(CC(=O)Nc3ccc(F)cc3)c2=O)OCCO4)cc1	1%	23%	13%	-1%	2%	128%[activator]	-2%	-27%	?
Oc1oc(C=Nc2ccc(F)cc2F)c2ccccc12	-4%	48%[activator]	-20%	-10%	-19%	-19%	-2%	-19%	8%
CN1C(=O)C(O)(CC(=O)c2cccs2)c2ccccc21 (configuration not stated)	5%	54%[activator]	2%	0%	-12%	-4%	-6%	11%[11.4 µM]	-2%
CCCCCC(=O)Nc1cccc(C2=NOC3(C2)C[C@H](C(N)=O)N(C(=O)[C@H]2CCC(=O)N2)C3)c1 (some centres not stated)	-6%	24%	24%	7%	-16%	6%	-1%	-2%	7%
Cc1ccc(Cn2c(C(=O)O)c(CNCc3ccc(OC(C)C)cc3)c3ccc(C)cc32)cc1	4%	12%	22%	26%	?	?	-1%	-27%	6%
COc1cccc(CNCCSc2nnnn2C)c1OCc1ccc(F)cc1	3%	21%	16%	3%	-19%	-18%	-2%	12%	-2%
CC(C)(C)n1nc2c(c1NC(=O)c1cccs1)CS(=O)C2 (configuration not stated)	-5%	12%	2%	-4%	-8%	?	-10%	1%	2%
CCCNC(=S)NCc1ccc(Cl)cc1	-9%	31%	-9%	5%	-5%	-25%	-4%	-18%	2%
OC(Cc1ccncc1)(c1ccccc1)c1ccccc1	4%	129%[activator]	7%[57.1 µM]	0%	-8%	-6%	3%	15%	-4%
O=C(COC(=O)c1cc(F)cc(F)c1)Nc1cccnc1Cl	-10%	38%	14%[57.1 µM]	2%	-4%	-13%	-5%	-11%	-6%
CC(CC(=O)Nc1ccc(S(=O)(=O)N2CCOCC2)cc1)c1ccccc1 (configuration not stated)	i	25%	20%	-1%	15%	17%	7%	-29%	-10%
Cc1ccc(NC(=O)CC2S/C(=N/N=C/c3ccco3)NC2=O)cc1Cl (configuration not stated)	-2%	33%	9%[57.1 µM]	5%	-2%	-12%	-3%	-24%	9%

Assay outcomes (PubChem BioAssay)
